Source: PubChem
D2 ag: agonists of human D2 dopamine receptor; activation, % at 2 µM; HEK293 T-REx D2 cells, calcium flux agonist mode; 340,000 compounds, 0.53% hits;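 active means activation over 3 SD above normal in the single-dose calcium agonist read, cut at about 30% in these data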; further: 0% is about no effect
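Agonism is scored from calcium flux in a force-coupled, inducible HEK293 cell line expressing D2, read kinetically for 180 s after compound addition against dopamine controls.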
TrxR1 substrate: substrates of rat thioredoxin reductase 1. purified TrxR1 substrate turnover, NADPH consumption readout. Potency, µM (top dose mostly 114 µM), inactives show top-dose activity change, negative = substrate turnover. 390,000 compounds, 0.01% hits; further: potency means the concentration at half of the fitted maximal effect; on the % scale 0 is the no-effect control and ±100 the full control effect; nearly all actives have a fitted effect of over 50% in size
Target sequence (O89049 whole entry, looked up): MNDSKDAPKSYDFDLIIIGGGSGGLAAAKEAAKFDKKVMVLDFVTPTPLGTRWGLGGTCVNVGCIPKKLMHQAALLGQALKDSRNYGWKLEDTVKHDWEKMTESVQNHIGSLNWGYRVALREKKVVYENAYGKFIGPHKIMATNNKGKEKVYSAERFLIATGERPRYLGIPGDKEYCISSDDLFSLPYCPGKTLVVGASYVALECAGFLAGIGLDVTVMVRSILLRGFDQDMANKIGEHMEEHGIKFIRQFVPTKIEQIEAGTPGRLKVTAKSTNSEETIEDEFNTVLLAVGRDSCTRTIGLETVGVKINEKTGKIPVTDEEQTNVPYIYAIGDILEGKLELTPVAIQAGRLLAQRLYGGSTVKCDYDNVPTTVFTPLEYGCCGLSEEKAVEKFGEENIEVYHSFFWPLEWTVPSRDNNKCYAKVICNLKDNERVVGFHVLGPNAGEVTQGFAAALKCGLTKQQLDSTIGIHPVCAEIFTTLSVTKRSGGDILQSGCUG
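Rat TrxR1, dispensed at 90 nM, was prereduced with 400 uM NADPH (final) for 5 min at ~22 deg C, then incubated with compound 15 min before 400 uM selenite. A first-read NADPH fluorescence drop versus no-compound background flagged substrates.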
TRHR agonist: TRH receptor (human) agonism; TRHR cells, calcium flux fluo-8, FDSS agonist mode; activation, % at 2 µM; P34981; 360,000 compounds, 0.18% hits; in the data active means activation above about 30%; further: 0% is about no effect
Target sequence (P34981 whole entry, looked up): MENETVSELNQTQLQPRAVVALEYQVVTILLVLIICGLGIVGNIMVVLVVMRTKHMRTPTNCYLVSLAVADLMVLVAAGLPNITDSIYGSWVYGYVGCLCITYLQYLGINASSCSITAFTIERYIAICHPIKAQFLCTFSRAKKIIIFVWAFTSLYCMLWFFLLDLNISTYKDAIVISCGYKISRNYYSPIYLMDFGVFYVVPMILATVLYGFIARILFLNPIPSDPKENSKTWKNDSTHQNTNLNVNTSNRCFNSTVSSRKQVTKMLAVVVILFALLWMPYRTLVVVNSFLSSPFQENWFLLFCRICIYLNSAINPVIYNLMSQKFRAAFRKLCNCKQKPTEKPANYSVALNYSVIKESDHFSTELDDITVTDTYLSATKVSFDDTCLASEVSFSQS
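TRHR-expressing cells loaded with fluo-8 calcium dye; 23 nL library compound pin-transferred, kinetic FDSS fluorescence (Ex 480/Em 530) recorded about 180 s for agonist-induced calcium release, before a 10 nM TRH EC20 addition for potentiator mode.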
Pin1 inhibitor: inhibitors of human Pin1; Potency, µM (doses to about 115 µM), inactives show at the top dose activity, negative = inhibition, most hits filed as inhibitors; Pin1 FP peptide displacement, HiFluor488, 10 min; 390,000 compounds, 0.009% hits; AID 504891; active means well fitted inhibition curve with a large enough effect in the polarisation, with a control signal flat, not every such curve was filed as active; inconclusive means small, poorly fitted or top-dose-only effect, or effect the other way, or a change in a side signal; inactive means no such curve, though single readings can be large or run the other way; the % refers to the polarisation; further: potency means the concentration at half of the fitted maximal effect; on the % scale 0 is the no-effect control and ±100 the full control effect
Target sequence (Q13526 whole entry, looked up): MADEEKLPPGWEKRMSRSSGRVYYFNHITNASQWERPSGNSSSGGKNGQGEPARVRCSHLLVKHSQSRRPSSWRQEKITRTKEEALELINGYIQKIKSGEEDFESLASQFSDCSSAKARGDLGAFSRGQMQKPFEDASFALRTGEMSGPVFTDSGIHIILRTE
rTrxR1 inhibitor: rat TrxR1 inhibition. Potency, µM (series often up to 114 µM), inactives show at the highest dose activity change, negative = inhibition, most hits filed as inhibitors. AID 588453. recombinant rTrxR1, NADPH fluorescence consumption, selenite substrate. 390,000 compounds, 1% hits. O89049; further: potency means the concentration at half of the fitted maximal effect; on the % scale 0 is the no-effect control and ±100 the full control effect; nearly all actives have a fitted effect of over 65% in size
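Rat TrxR1 (90 nM in the dispensed reagent) was pre-reduced with 400 uM NADPH for 5 min at room temperature, then incubated with compound for 15 min. After 400 uM selenite was added, NADPH fluorescence (Ex 340/Em 450 nm) was followed for 8 min.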
D2 antagonist: D2 dopamine receptor (human) antagonism | P14416 | inhibition, % at 10 µM | 340,000 compounds, 2% hits | HEK293 TREx D2 cells, calcium flux, dopamine EC80; in the data active means inhibition above about 30%; further: 0% is about no effect
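Calcium flux kinetic readout in an inducible HEK293 TREx D2 line plated overnight at 30 C. After 180 s compound exposure, an EC80 dopamine challenge follows with another 180 s kinetic read to detect antagonism.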
USP1 inh: inhibitors of human USP1/UAF1 deubiquitinase | recombinant USP1/UAF1, Ub-Rhodamine cleavage fluorescence | O94782 | 390,000 compounds, 0.23% hits | AID 743255 | Potency, µM (highest dose often 57.1 µM), for the others: at the top dose activity change, negative = inhibition, usual class: inhibitors; further: potency means the concentration at half of the fitted maximal effect; on the % scale 0 is the no-effect control and ±100 the full control effect; nearly all actives have a fitted effect of over 60% in size; inactives centre near -12
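USP1/UAF1 complex at 1 nM was preincubated with compound for 15 min at room temperature, then Ub-Rho substrate (150nM final) was added. Fluorescence (480/540 nm) was read kinetically, 6 reads every 60 seconds.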
TRHR PAM: allosteric enhancers of human TRH receptor. TRHR cells, fluo-8 calcium fluorescence, EC20 TRH enhancement. AID 493056. enhancement, % at 2 µM. 360,000 compounds, 0.66% hits; in the data active means enhancement above about 30%; further: 0% is about no effect
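Enhancer read-out: after compound pinning and an initial kinetic agonist-mode read, an EC20 of TRH (10 nM final) was injected and fluo-8 calcium signal (Ex 480/Em 530) followed at 1 s/cycle for 100 cycles in TRHR-expressing cells.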
mIDH1 inhibitor: inhibitors of human mutant IDH1 R132H; 390,000 compounds, 0.093% hits; AID 602179; Potency, µM (series often up to 76.6 µM), inactives show top-dose activity change, negative = inhibition, actives largely listed as inhibitors; IDH1-R132H enzyme, NADPH consumption, diaphorase/resazurin fluorescence; further: potency means the concentration at half of the fitted maximal effect; on the % scale 0 is the no-effect control and ±100 the full control effect; nearly all actives have a fitted effect of over 65% in size
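IDH1-R132H (0.5 ug/mL dispensed) in pH 7.5 Tris buffer was preincubated 30 min with compound, then given a substrate mix of 0.016 mM NADPH and 2 mM alpha-KG for 80 min at room temperature; remaining NADPH was read by diaphorase/resazurin fluorescence.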
The depositor's hits bear a star; ? = inconclusive; nt = not tested or not shown; [ ] = dose if it differs, or a comment. Unless noted, the call rests on the fitted dose curve; in most records, active means well fitted inhibition curve with a large enough effect; inconclusive means small, poorly fitted or top-dose-only effect; inactive means no such curve, though single readings can be large or run the other way. An excerpt. The share of hits here may be higher or lower than overall.

SMILES	D2 ag	TrxR1 substrate	TRHR agonist	Pin1 inhibitor	rTrxR1 inhibitor	D2 antagonist	USP1 inh	TRHR PAM	mIDH1 inhibitor
CCOC(=O)c1cnc(SCC(C)C)nc1N	0.9	-6%	0.0	7%	8%	26	5%	5	2%
CN(C)CCCNc1ncnc2c1cnn2-c1ccccc1	-1.0	18%	1.2	1%	27%	-1	-14%	-5	-1%
Cc1ccc(NC(=O)c2ccc(COc3ccc4c(c3)CCC4)cc2)c(C)c1	nt	-2%	0.4	5%	-12%	nt	-21%	7	0%
CN(C)S(=O)(=O)c1ccccc1C#N	-0.8	12%	-0.1	-5%	17%	5	?	-3	7%
CC(OC(=O)C1CCCCC1)c1nc2ccccc2[nH]1 (stereo not drawn)	-0.4	-2%	-1.3	-6%	4%	-6	-17%	11	8%
CCCn1c(SCc2nc(-c3ccccc3OCC)no2)nnc1-c1ccc(Cl)cc1	-0.4	-6%	1.6	65%[activator]	15%	nt	-8%	7	-21%
O=C(CCC(C(=O)O)N1C(=O)c2ccccc2C1=O)Nc1ccccc1 (stereo not drawn)	nt	15%[57.1 µM]	nt	6%	6%[11.4 µM]	nt	3%	nt	3%
CC(C)c1nc2ccccn2c1NC1CCCCC1	-0.7	11%[57.1 µM]	-0.8	1%	24%[57.1 µM]	7	1%	1	-1%
c1ccc(CSc2nnnn2-c2cccc3ccccc23)nc1	-0.5	-9%[57.1 µM]	-0.8	1%	8%	-1	-26%	16	6%
COc1cccc(NC(=O)Nc2ccc(Cc3ccncc3)cc2)c1	-0.8	-17%	0.1	2%	-17%	-11	-17%	-4	9%
O=c1ccn([C@@H]2O[C@H](CNS(=O)(=O)c3cc4ccccc4s3)[C@@H](O)[C@H]2O)c(=O)[nH]1	nt	5%	nt	-1%	10%	nt	-19%	nt	-3%
O=C(N/N=C/c1cccc2ccccc12)c1ccccc1Cl	nt	-13%	-0.3	-2%	-6%	nt	-19%	-3	17%
COc1ccc(NC(=O)CSc2nnc(CNc3ccc(C)cc3)n2C)cc1	0.4	-6%[57.1 µM]	-0.6	0%	-7%[57.1 µM]	-8	-12%	-1	-5%
CCOC(=O)c1[nH]c2ccccc2c1NC(=O)c1ccccc1OCC	0.0	-9%	1.3	1%	-9%	nt	-16%	-9	0%
COCCNC(=O)C1CC(c2ccc(C(F)(F)F)cc2)=NO1 (stereo not drawn)	nt	8%	nt	-3%	25%[57.1 µM]	nt	-31%	nt	12%
Cc1ccc(NCc2nnc(SCC(=O)Nc3nnc(C)s3)n2C)cc1	0.5	-4%	0.8	-2%	4%	13	-16%	-8	-3%
CSCC(=O)N1CCCC(N2CCN(c3cccc(C(F)(F)F)c3)CC2)C1 (stereo not drawn)	0.5	-4%	-0.1	-10%	-6%	-10	-23%	3	-3%
OCCN(Cc1ccccc1)Cc1cccc(Cl)c1Cl	-0.1	-1%	0.6	2%	-7%	2	14%	-11	7%
COC(=O)c1sccc1S(=O)(=O)N(CC(=O)NCc1ccc(F)cc1)c1ccc(Cl)cc1	1.1	0%[57.1 µM]	-0.2	1%	6%[57.1 µM]	nt	-11%	-8	-2%
COc1ccc(-c2noc(CSc3nc4ccccc4[nH]3)n2)cc1	-0.8	5%[11.4 µM]	-3.7	0%	11%	nt	-28%	8	2%
O=C(NNC(=O)c1ccccc1O)c1ccco1	0.7	-3%[57.1 µM]	0.2	0%	6%[57.1 µM]	10	-16%	2	-18%
COc1ccc(N2C(=O)C3CC(C)=C(C)CC3C2=O)c(OC)c1 (stereo not drawn)	0.6	-5%	0.0	0%	-4%	15	0%	-5	1%
Cc1cc(C(=O)Nc2c(C)n(C)n(-c3ccccc3)c2=O)on1	-0.1	3%	0.5	6%	16%	9	-24%	0	8%
COC(=O)/C=C1/C(=O)N/C(=N\c2nc(C)cc(C)n2)N1c1ccc(OC)cc1	0.0	5%[57.1 µM]	-0.4	0%	7%[57.1 µM]	-1	-7%	-2	6%
Cc1nc2ccc(S(=O)(=O)NCC(=O)N3CCOCC3)cc2s1	1.1	-7%	0.3	2%	-2%[57.1 µM]	2	2%	-1	-2%
COC(=O)CSc1nnc(-c2ccccn2)n1N	1.7	-8%[57.1 µM]	-0.1	1%	-3%[57.1 µM]	-5	-4%	4	11%
CC1CCCCN1C(=O)COC(=O)c1ccc2ccccc2n1 (stereo not drawn)	-0.3	4%	0.4	2%	10%	-6	-6%	-3	2%
Cc1cc(C(=O)OCC(=O)Nc2c(Cl)cccc2Cl)c(C)o1	nt	-16%	nt	-3%	-17%	nt	1%	nt	2%
CCNC(=O)N(C)C[C@H]1N[C@@](CC)(C(=O)OC)[C@H]2C(=O)N(Cc3ccccc3)C(=O)[C@@H]12	nt	-1%	nt	5%	16%	nt	-25%	nt	3%
COc1ccc(Nc2oc(COc3cccc(C)c3)nc2C#N)cc1	-1.2	-5%[57.1 µM]	0.0	-6%	-10%[57.1 µM]	18	-18%	1	4%
Cc1cccc(C(=O)NC(=S)Nc2ccccc2C(F)(F)F)c1	0.3	-13%	-0.3	4%	?	-23	-9%	32*	4%
Cc1cnc(C)c(N2CCC(C(=O)NCc3ccco3)CC2)n1	-0.1	1%[57.1 µM]	-0.1	2%	-6%	1	-9%	2	5%
Nc1nc(CN2CCN(C(c3ccccc3)c3ccccc3)CC2)nc(Nc2ccccc2)n1	-1.9	1%[57.1 µM]	-0.4	0%	-5%[57.1 µM]	-5	-24%	9	3%
Cc1ccc(CNc2cc(C(=O)O)ccc2Cl)s1	-0.1	-5%[57.1 µM]	-0.7	-1%	3%[57.1 µM]	-1	-18%	-2	7%
Cc1cc(NS(=O)(=O)c2ccc(NC(=O)CCCOc3ccccc3C)cc2)nc(C)n1	2.9	5%[57.1 µM]	0.0	3%	19%[57.1 µM]	-3	-20%	2	-2%
CCN(c1cccc(C)c1)S(=O)(=O)c1c(C)[nH]c(=O)[nH]c1=O	-0.1	22%[57.1 µM]	0.8	-8%	43%[activator][57.1 µM]	17	-10%	-2	9%
CCCC(=O)NC(c1ccco1)c1c(O)ccc2ccccc12 (stereo not drawn)	0.5	25%	-0.7	1%	13%	2	-11%	-4	4%
CCOC(=O)C1CCN(C(=O)CSc2ccc(Br)cc2)CC1	0.3	-1%[57.1 µM]	-0.6	-9%	7%[57.1 µM]	-1	-25%	-1	-8%
CNc1nc(Cl)c(SC)c(NC2CCCCC2)n1	-1.1	-6%	-0.5	-2%	-4%	10	-10%	-10	-3%
CCNC(=O)N1CCNC(=O)C1CC(=O)Nc1ccc(C(=O)OCC)cc1 (stereo not drawn)	0.7	5%[57.1 µM]	0.0	2%	5%[57.1 µM]	0	-14%	4	-2%
COc1cccc(CN2CCNC(=O)C2CC(=O)NCc2cn3ccc(C)cc3n2)c1OC (stereo not drawn)	-1.4	24%	-0.7	7%	-3%	4	-21%	-5	7%
CCc1cc(=O)n2[nH]c(C)c(-c3ccc(OC)cc3)c2n1	-0.2	-5%	-0.2	-3%	19%	34*	-15%	1	0%
O=C(Nc1cccc(-c2nc3ccccc3c(=O)o2)c1)c1ccccc1	2.1	13%[11.4 µM]	-1.6	19%	24%[11.4 µM]	-4	-23%	1	6%
Cc1c(NC(=O)C(C)OC(=O)/C=C/c2ccc3c(c2)OCO3)c(=O)n(-c2ccccc2)n1C (stereo not drawn)	0.5	18%[57.1 µM]	-0.1	15%	32%[57.1 µM]	8	-9%	2	3%
Cn1cnnc1SCC(=O)NCc1cccc(C(F)(F)F)c1	-0.9	17%	-1.2	0%	26%	-21	?	7	9%
CCOC(=O)n1c(=O)n(Cc2ccccc2C)c2ccccc21	-0.3	10%[11.4 µM]	-1.0	-16%	18%[11.4 µM]	4	-4%	-3	4%
COc1cccc(C(=O)O/N=C(\N)Cc2ccc(Cl)cc2)c1	0.3	-11%	-0.5	50%[activator]	-8%	0	-4%	1	2%
Cc1ccc2nc(N3CCOCC3)c(C=O)cc2c1	0.1	1%	0.0	2%	2%	-16	-27%	-1	-2%
COc1ccccc1C(c1c(O)cc(C)n(Cc2ccco2)c1=O)N1CCCCC1 (stereo not drawn)	-1.6	5%[57.1 µM]	0.0	-1%	-8%[57.1 µM]	nt	?	-1	0%
O=C(NC(Cc1ccccc1)C(=O)NCCc1ccccn1)c1ccccc1 (stereo not drawn)	0.0	9%[0.0914 µM]	-0.9	-10%	20%[57.1 µM]	-14	-6%	-1	6%

Full records, quoted from the list:
Record of Cc1ccc(CNc2cc(C(=O)O)ccc2Cl)s1 : D2 ag: -0.1; TrxR1 substrate: -5%[57.1 µM]; TRHR agonist: -0.7; Pin1 inhibitor: -1%; rTrxR1 inhibitor: 3%[57.1 µM]; D2 antagonist: -1; USP1 inh: -18%; TRHR PAM: -2; mIDH1 inhibitor: 7%
Record of COc1cccc(C(=O)O/N=C(\N)Cc2ccc(Cl)cc2)c1 : D2 ag: 0.3; TrxR1 substrate: -11%; TRHR agonist: -0.5; Pin1 inhibitor: 50%[activator]; rTrxR1 inhibitor: -8%; D2 antagonist: 0; USP1 inh: -4%; TRHR PAM: 1; mIDH1 inhibitor: 2%

(continued)
SMILES	D2 ag	TrxR1 substrate	TRHR agonist	Pin1 inhibitor	rTrxR1 inhibitor	D2 antagonist	USP1 inh	TRHR PAM	mIDH1 inhibitor
CC1CCCN(C(=S)NCc2ccccc2)C1 (stereo not drawn)	-0.9	-6%	0.0	-1%	-8%	5	-3%	0	2%
COc1ccccc1C1=CN(Cc2ccccc2)CCC1=O	nt	-5%	nt	-4%	-3%	nt	-21%	nt	5%
CC(=O)N[C@H]1[C@H](Oc2ccc3c(c2)CCC2C3CC[C@]3(C)C(=O)CCC23)O[C@H](CO)[C@@H](O)[C@@H]1O (stereo partly drawn)	0.3	-3%	0.2	1%	-3%	-14	-9%	4	0%
Cc1ccc(S(=O)(=O)NCC(=O)N(CC(=O)NCC2CCCO2)C2CCCC2)cc1 (stereo not drawn)	-0.1	-8%	0.5	-5%	6%[57.1 µM]	0	-13%	5	-2%
S=c1[nH]ccn1-c1c(Cl)cccc1Cl	-0.5	3%	-0.6	-10%	5%	-16	-21%	-4	3%
